Compound activity from PubChem BioAssay.
ARNT-TACC3 inh: disruptors of human ARNT/TACC3 interaction; Q9Y6A5; AlphaScreen His-ARNT PAS-B/GST-TACC3 binding, luminescence; TACC3 fragment carries E629A point mutation; inhibition, % at 9.99 µM; 0.66% of 390,000 active;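 active = mean inhibition of replicates at least 50% and at least half of replicates each reaching 50%; inconclusive = half or more replicates reach 50% but mean below 50%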;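 note: 0% = complete ARNT plus TACC3 wells and 100% = ARNT alone without TACC3; many hits fall short of the cut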
Cneo AK release: Cryptococcus neoformans lysis via adenylate kinase release. C. neoformans lysis, adenylate kinase release luminescence, 4 h; normalised: neutral wells 0, clomiphene wells 100. lysis activity, % at 15 µM. AID 651654. 0.2% of 360,000 active;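 active = mean lysis activity across replicates of at least 80%, whatever share of replicates individually reach that level; inactive = mean lysis activity below 80%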
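Material: C. neoformans cells; Schedule: 4 h static compound exposure, 37 °C, read 1 h post-reagent; Measured by: adenylate kinase release luminescence; Read-out: signal increase indicating cell lysis; Controls: Clomiphene as positive lysis control.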
miR122 inh: inhibitors of miR-122 in Huh7 cells | activation (reporter increase), % at 12.5 µM | Huh7 miR-122 Renilla luciferase sensor, 48 h; neutral wells = 0, positive control = 100 | 0.3% of 340,000 active;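 active = mean replicate activation score at least 90 and every replicate individually at or above 90; inconclusive = only one of the two criteria met; inactive = neither criterion met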;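 note: higher luciferase means less miR-122 activity so hits act as miR-122 inhibitors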
SIRT5 block: blocks human SIRT5 desuccinylation of peptide. Q9NXA8. Purified SirT5, succinyl-peptide AMC, trypsin-coupled fluorescence. inhibition, % at 15 µM. 1.1% of 330,000 active. AID 652115; in the data active = inhibition above about 15%; inconclusive = no clear call, values can overlap the other calls
Target sequence (Q9NXA8 whole entry, looked up): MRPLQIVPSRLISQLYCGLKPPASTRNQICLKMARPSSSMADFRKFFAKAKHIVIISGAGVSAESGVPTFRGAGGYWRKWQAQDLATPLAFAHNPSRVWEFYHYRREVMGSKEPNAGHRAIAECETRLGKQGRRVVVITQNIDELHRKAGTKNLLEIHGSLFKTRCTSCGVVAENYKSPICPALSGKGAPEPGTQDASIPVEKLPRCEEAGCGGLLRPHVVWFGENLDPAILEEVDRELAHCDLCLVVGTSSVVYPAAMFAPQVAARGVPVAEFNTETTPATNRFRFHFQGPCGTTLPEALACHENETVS
ERp5 block: blocks human ERp5 reductase activity on insulin; Q15084; ERp5 insulin aggregation, absorbance 650 nm, 90 min; inhibition, % at 9.99 µM; 0.05% of 350,000 active;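 active = mean replicate inhibition above about 25%, with every replicate also reaching it, limit read from the data, passing the limit was not always enough; inconclusive = only one of those two criteria met; inactive = neither criterion met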
Target sequence (Q15084 whole entry, looked up): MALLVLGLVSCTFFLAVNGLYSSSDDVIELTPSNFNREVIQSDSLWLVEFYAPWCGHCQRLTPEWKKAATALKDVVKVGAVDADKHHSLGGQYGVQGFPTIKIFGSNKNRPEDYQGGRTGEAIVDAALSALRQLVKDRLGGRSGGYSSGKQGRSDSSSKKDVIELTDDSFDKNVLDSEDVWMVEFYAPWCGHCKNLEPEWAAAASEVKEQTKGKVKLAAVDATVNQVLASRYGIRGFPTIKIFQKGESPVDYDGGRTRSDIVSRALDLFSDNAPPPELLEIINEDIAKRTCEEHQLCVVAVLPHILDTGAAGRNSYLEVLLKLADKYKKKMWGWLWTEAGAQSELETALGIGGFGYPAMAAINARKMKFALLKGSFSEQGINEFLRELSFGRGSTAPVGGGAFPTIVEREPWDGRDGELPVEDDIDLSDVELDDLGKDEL
esBAF inh: blocks esBAF chromatin remodeling in mouse ES cells; Bmi1-luciferase knock-in reporter, 24 h; 100% = twice the neutral-well signal; AID 602393; 2% of 350,000 active; reporter increase, % at 12.5 µM; in the data active = activation above about 40%; inconclusive = no clear call, values can overlap the other calls;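 note: 0% = median of the plate's neutral control wells and 100% = double that signal; a rise in the Bmi1 reporter signal indicates esBAF inhibition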
Statin myotox sup: suppressors of simvastatin-induced myotoxicity in C2C12 myotubes. ATP luminescence, 48 h; scaled: DMSO 0, geranylgeraniol control 100. rescue of ATP level, % at 7.49 µM. 0.78% of 330,000 active. AID 602340;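 active = mean ATP rescue above about 67%, or every replicate alone reaching that limit, limit read from the data, passing the limit was not always enough; inconclusive = no clear call, values can overlap the other calls; inactive = mean under the limit and some replicate under it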;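 note: myotubes were challenged with 10 µM simvastatin during compound exposure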
An asterisk follows results filed as active; ? = inconclusive; / = no result given; [ ] = remark or other dose.

Sequence of screens – Cneo AK release	Statin myotox sup	esBAF inh	miR122 inh	ERp5 block	ARNT-TACC3 inh	SIRT5 block
CCc1ccc(C(C)NC(=O)COC(=O)c2ccc(-n3cnnn3)cc2)cc1 (configuration not stated)
  7	1	-3	-10	-6	3	-4
CC(C)CC(NC(=O)C(COCc1ccccc1)NC(=O)OC(C)(C)C)C(=O)NN (configuration not stated)
  /	/	/	/	?	-6	0
Cc1ccc(S(=O)(=O)N(C)C[C@H]2OCCCC[C@@H](C)Oc3ccc(NS(=O)(=O)c4cccs4)cc3C(=O)N([C@@H](C)CO)C[C@@H]2C)cc1
  -5	/	2	33[16.7 µM]	-2	16	8
O=C(C[C@H]1C=C[C@H](NS(=O)(=O)c2ccccc2)[C@@H](CO)O1)NCc1ccccc1F
  3	-4	3	/	1	-7	1
O=C(CN1CCCCC1)N1c2ccccc2Oc2ccccc21
  -2	19	1	-1	/	-9	/
Cc1noc(C)c1CSc1nnc(-c2cccnc2)n1C1CCCCC1C (configuration not stated)
  0	-8	0	20	/	-4	/
COc1cccc(/C=N/n2cnc3cc(C)c(C)cc32)c1OC
  -4	-9	39	2	4	1	5
O=C(OCc1ccccc1C(F)(F)F)c1cc([N+](=O)[O-])ccc1N1CCOCC1
  0	-19	-6	/	-7	-6	-2
COC(=O)c1sccc1S(=O)(=O)Nc1ccc(C)cc1
  /	1	-8	/	3	1	-2
Cn1c(Cc2ccccc2)nnc1SCc1ccc(C(=O)O)cc1
  2	/	/	-1	/	-11	/
CSCCOC(=O)C1=C(C)NC(=O)NC1c1ccc2c(c1)OCO2 (configuration not stated)
  4	15	1	0	-3	-1	-4
NC(=O)CCC(NC(=S)Nc1ccccc1)C(=O)O (configuration not stated)
  /	-8	-10	-5	-2	29	2
C[C@@H]1CCCCO[C@@H](CN(C)Cc2ccc(C(=O)O)cc2)[C@H](C)CN([C@H](C)CO)C(=O)c2cc(NC(=O)C3CCCCC3)ccc2O1
  0	/	1	8[16.7 µM]	1	21	-1
CCOC(=O)Cc1nnc(NC(=O)CSc2ccc(Cl)cc2)s1
  1	/	/	6	/	4	/
C[C@@H](C(=O)N1CCN(C(=O)OC(C)(C)C)CC1)n1cc(CCC(=O)O)nn1
  10	-14	-1	3	-6	-7	/
Cc1cccc(C(=O)NCC2CCN(C(=O)c3cccc(C)c3)CC2)c1
  1	6	2	-1	-2	-1	-1
CCc1cccc(NC(=O)CSCc2nc3sc(C)c(C)c3c(=O)[nH]2)c1
  1	4	4	5	2	5	0
COc1ccc(CCNC(=O)COc2nsnc2N2CCOCC2)cc1OC
  0	5	-4	-8	/	-2	/
CCn1c(SCC(=O)NC2CC2)nnc1C(C)Oc1ccccc1 (configuration not stated)
  -1	-3	0	/	-2	-10	0
CCOC(=O)c1c(C)oc2c1c(C(c1cccnc1)N1CCOCC1)c(O)c1ccccc12 (configuration not stated)
  /	1	69*	3	/	-9	/
COCCCNC(=O)[C@@]1(Cc2ccccc2)COC(c2ccc(OCCCO)cc2)=N1
  4	/	/	/	-1	-15	1
O=C(O)CCCC(=O)Nc1ccc(N2CCCC2)cc1
  1	4	-3	-8	/	17	/
COc1ccc(S(=O)(=O)N(C)C[C@H]2OCCCC[C@H](C)Oc3ccc(NC(=O)NC4CCCCC4)cc3C(=O)N([C@H](C)CO)C[C@H]2C)cc1
  -3	/	-3	1[16.7 µM]	-4	-3	6
CC(C)NC(=O)Nc1ccc2c(c1)C(=O)N([C@H](C)CO)C[C@H](C)[C@@H](CN(C)C(=O)Nc1ccc(F)cc1)OCCCC[C@H](C)O2
  1	/	0	-7[16.7 µM]	-2	10	-3
CC(=O)Nc1cc(-c2ccc(N3CCN(C)CC3)cc2)cn2c(-c3ccccc3)cnc12
  -2	8	6	7	3	/	/
C[C@@H]1CN([C@@H](C)CO)C(=O)c2cccc(NS(=O)(=O)c3ccccc3)c2O[C@@H]1CN(C)S(C)(=O)=O
  -2	21	0	-17[16.7 µM]	4	-5	-3
CC(=O)Nc1ccc(S(=O)(=O)NC(CC(=O)NCCC2=CCCCC2)C(C)C)cc1 (configuration not stated)
  1	/	-3	-2	/	4	/
COc1ccccc1/C=N/NC(=O)C(=O)N1CCN(c2ccccc2OC)CC1
  -5	/	/	-6	/	2	/
CN(CC(=O)Nc1ccc(F)cc1)C(=O)c1cc(-c2cccs2)nn1-c1ccccc1
  -2	4	-3	6	1	-3	-2
COc1ccc(S(=O)(=O)Nc2ccc3c(c2)C(=O)N([C@@H](C)CO)C[C@H](C)[C@H](CN(C)CC2CCCCC2)OCCCC[C@H](C)O3)cc1
  65	/	8	-3[16.7 µM]	/	-18	/
CCOC(=O)c1sc(NC(=O)CCCn2nc([N+](=O)[O-])cc2C)c(C(=O)OCC)c1C
  1	/	/	-4	-6	/	-1
CC1=C(C(=O)Nc2cccc(C(=O)NC3CCCC(C)C3C)c2)SCCO1 (configuration not stated)
  2	-15	1	6	1	12	0
CCc1ccc(NS(=O)(=O)c2cccc3nsnc23)cc1
  -19	13	-5	21	11	5	-1
Cn1c(=O)c(C(=O)CCl)c(N)n(Cc2ccccc2)c1=O
  5	4	2	0	2	-1	4
Cc1noc(C)c1NC(=O)N(C)C[C@H]1Oc2c(NC(=O)Nc3ccc(C(F)(F)F)cc3)cccc2C(=O)N([C@@H](C)CO)C[C@H]1C
  0	-22	-2	-6[16.7 µM]	1	-5	0
CCc1ccccc1NC(=O)CSc1nc2ccccc2nc1N1CCOCC1
  1	-5	-11	-2	0	-6	-4
COc1ccccc1-c1cnc(C(O)c2ccc(SC)cc2)[nH]1 (configuration not stated)
  0	-12	7	1	-6	/	/
c1ccc(CN2CCN(C3CCCSc4ccccc43)CC2)cc1 (configuration not stated)
  5	/	/	/	/	1	-3
O=C(COC(=O)c1ccc(F)cc1)Nc1ccccc1N1CCOCC1
  9	-10	-9	0	/	-4	/
O=C1CCC(C(=O)NCCCn2ccnc2)N1 (configuration not stated)
  0	20	-5	-2	/	26	/
CC(=O)N1c2ccc(S(=O)(=O)NCCC(=O)Nc3ccc(C)c(Cl)c3)cc2CC1C (configuration not stated)
  10	-2	-6	15	-1	2	-5
C[C@H](NC(=O)C[C@H]1C=C[C@@H](NC(=O)C2CC2)[C@H](CO)O1)c1ccccc1
  2	-2	4	/	1	3	-6
COCCOC1CCN(C(=O)C2CCC(=O)N(CCc3ccccc3)C2)CC1 (configuration not stated)
  -1	8	-3	2	6	-27	2
O=C(CCCN1C(=O)c2cccc3cccc(c23)C1=O)NCc1cccnc1
  7	12	-12	-12	3	-2	-7
CCCCn1c(-c2nn(C)cc2Cl)n[nH]c1=S
  4	-2	-7	3	/	-4	/
COc1ccccc1C(=O)Nc1ccc(Br)cc1C
  5	-4	39	3	1	-1	-5
COc1cc(C(=O)NCc2nnc(SCC(=O)Nc3cccc(C(F)(F)F)c3)o2)cc(OC)c1OC
  1	3	-2	-3	2	-2	-2
CC(OC(=O)Cn1[nH]c(=O)c2ccccc2c1=O)C(=O)Nc1ccc(F)cc1Cl (configuration not stated)
  6	4	-3	-1	-3	-19	7
CCOC(=O)c1[nH]c(C)c(C(=O)NCc2ccccn2)c1C
  -2	-13	4	2	/	0	/
CCCCN(C(=O)CSc1ncn[nH]1)c1c(N)n(Cc2ccccc2)c(=O)[nH]c1=O
  0	2	-4	-9	0	4	3
CC(C)(O)C#Cc1ccc(C(=O)N2CCC(CCC(=O)NC3CC3)CC2)cc1
  2	-2	-1	1	-1	2	-2
O=C(C[C@@H]1C[C@@H]2c3cc(NS(=O)(=O)c4ccc(F)cc4)ccc3O[C@@H]2[C@H](CO)O1)NCc1ccc(Cl)cc1
  -1	5	11	-11[16.7 µM]	0	3	2
CCCS(=O)(=O)NC(=O)C1(C)CCN(C(=O)c2ccc(F)c(Cl)c2)C1 (configuration not stated)
  0	7	-4	-2	-4	/	/
COc1ccc(NC(=O)Nc2ccccc2F)cc1Cl
  -5	-20	?	-8	4	-1	-3
CCCCN(CCCC)Cc1ccc(C(=O)NN)o1
  -1	-5	-5	2	1	14	0
C[C@@H]1CCCCO[C@@H](CN(C)CC2CC2)[C@@H](C)CN([C@H](C)CO)C(=O)c2cc(NC(=O)NC3CCCCC3)ccc2O1
  4	/	-6	1[16.7 µM]	-4	-5	1
Cc1cc(NC(=O)Cc2ccccc2C)no1
  2	-6	1	/	-2	-5	/
Cc1cc(NC(=S)NC(=O)/C=C/c2ccc(S(=O)(=O)N3CCOCC3)cc2)ccc1Br
  /	/	/	/	-4	-1	-1
O=C(NC1CCCC1)N1CCCCN2[C@H](CO)[C@@H](c3ccc(-c4ccncc4)cc3)[C@H]2C1
  0	/	/	1[16.7 µM]	-1	-5	0
Cc1ccc(-n2ncc3c2CC(C)(C)CC3NC(=O)CCN2CCCCC2=O)cc1 (configuration not stated)
  2	-10	-2	3	8	5	-1

Laid out differently: entries from further up.
CCCCn1c(-c2nn(C)cc2Cl)n[nH]c1=S
  Cneo AK release: 4
  Statin myotox sup: -2
  esBAF inh: -7
  miR122 inh: 3
  ERp5 block: /
  ARNT-TACC3 inh: -4
  SIRT5 block: /
COc1ccccc1C(=O)Nc1ccc(Br)cc1C
  Cneo AK release: 5
  Statin myotox sup: -4
  esBAF inh: 39
  miR122 inh: 3
  ERp5 block: 1
  ARNT-TACC3 inh: -1
  SIRT5 block: -5
COc1cc(C(=O)NCc2nnc(SCC(=O)Nc3cccc(C(F)(F)F)c3)o2)cc(OC)c1OC
  Cneo AK release: 1
  Statin myotox sup: 3
  esBAF inh: -2
  miR122 inh: -3
  ERp5 block: 2
  ARNT-TACC3 inh: -2
  SIRT5 block: -2

Other structures follow.
Sequence of screens – Cneo AK release	Statin myotox sup	esBAF inh	miR122 inh	ERp5 block	ARNT-TACC3 inh	SIRT5 block
COc1ccc(NC(=O)CSc2nccc(C)n2)cc1
  3	113*	1	-4	/	-6	/
CC(C)[C@H](NC(=O)c1ccco1)C(=O)OCC(=O)Nc1ccc(Cl)c(S(=O)(=O)N(C)C)c1
  5	-11	-1	-5	3	-6	-4
Cc1cccc(C2N(c3ccc(F)cc3)C(=O)C3CCCN32)c1 (configuration not stated)
  0	2	-10	-1	5	1	/
Cc1ccc(S(=O)(=O)Nn2c(O)c(C=C3N=c4ccccc4=N3)sc2=S)cc1
  /	/	/	/	-2	2	-2
Cc1ccccc1OCC1CN(CN2CCOCC2)C(=O)O1 (configuration not stated)
  2	5	8	4	/	-3	/
C[C@@H]1CN([C@@H](C)CO)C(=O)c2cc(C#Cc3ccccc3F)cnc2O[C@@H]1CN(C)C(=O)c1ccc2c(c1)OCO2
  4	13	-5	-7[16.7 µM]	0	3	8
COc1ccc(OCCC(=O)OCC(=O)NC(=O)NC2CCCCC2)cc1
  2	-9	-2	-6	8	0	-2
O=C(COc1ccc(S(=O)(=O)NC2CCCCC2)cc1Cl)NCC1CCCO1 (configuration not stated)
  0	-7	14	/	/	1	/
Clc1ccc(NNc2ccnc3cc(Cl)ccc23)cc1
  -1	-9	11	5	/	-2	/
CCC(C(=O)NC1CCCC1)N(C(=O)c1snc(C(N)=O)c1N)c1ccc(OC)c(OC)c1 (configuration not stated)
  -2	-6	-4	/	2	0	/
Cc1ccc(NC(=O)N2CCCN(C(=O)OC(C)(C)C)CC2)cc1Cl
  1	-26	11	/	4	0	11
CN(C)CC(=O)Nc1ccc2c(c1)[C@@H]1C[C@H](CC(=O)N3CCOCC3)O[C@H](CO)[C@@H]1O2
  -3	-3	-3	7[16.7 µM]	/	3	/
COc1ccc(C2C(C#N)=C(N)Oc3cc(C)n(CCN4CCOCC4)c(=O)c32)cc1OC (configuration not stated)
  1	0	-4	0	/	15	/
COc1cc(OC)c(NC(=O)c2ccoc2C)cc1Cl
  2	8	-4	4	/	-4	/
Nc1cccc(Oc2ccc([N+](=O)[O-])cc2)c1
  /	/	/	/	-4	-1	5
